APJ antagonist – APJ receptor antagonism; P35414; AID 2521; CHO-K1 APJ beta-arrestin complementation, luminescence; inhibition, % at 20 µM; actives 0.32% (n = 330,000);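 active = inhibition above about 40% at 20 µM, limit read from the data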;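 also: cells challenged with 10 nM apelin-13 agonist together with compound; plate controls were apelin-13 plus DMSO wells for no effect and DMSO wells lacking apelin-13 for full effect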
Target sequence (P35414 whole entry, looked up): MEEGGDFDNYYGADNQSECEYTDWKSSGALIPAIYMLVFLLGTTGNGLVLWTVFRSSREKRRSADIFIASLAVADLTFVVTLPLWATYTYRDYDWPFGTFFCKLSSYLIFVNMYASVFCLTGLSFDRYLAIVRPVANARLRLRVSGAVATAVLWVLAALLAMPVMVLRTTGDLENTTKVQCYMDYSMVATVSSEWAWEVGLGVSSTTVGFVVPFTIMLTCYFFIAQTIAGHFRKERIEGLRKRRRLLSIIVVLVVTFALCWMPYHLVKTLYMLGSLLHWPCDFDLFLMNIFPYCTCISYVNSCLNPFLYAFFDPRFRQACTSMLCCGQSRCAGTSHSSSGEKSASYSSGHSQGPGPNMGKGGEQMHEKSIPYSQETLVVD
CCR6 antag – antagonists of human CCR6 receptor; P51684; CHO-K1 CCR6 PathHunter beta-arrestin, luminescence, CCL20-stimulated; inhibition, % at 20 µM; actives 0.49% (n = 340,000); AID 493098;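 active = compounds whose inhibition of the agonist-driven luminescence signal at 20 µM reaches about 50%, limit read from the data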;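 also: cells stimulated with CCL20 at 14 nM final; plate controls were DMSO with CCL20 for no effect and DMSO without agonist for full effect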
EBI2 block – blocks human EBI2 receptor beta-arrestin signaling; P32249; EBI2 beta-arrestin recruitment, luminescence, 7a,25-OHC stimulated; inhibition, % at 5 µM; actives 0.81% (n = 360,000); in the data active = inhibition above about 38%;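 also: enzyme fragment complementation signal reports receptor beta-arrestin coupling in cells; 0% = agonist plus DMSO wells and 100% = wells without agonist; some results beyond the cut were filed as inactive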
CXCR6 inh – blocks human CXCR6 beta-arrestin recruitment; CHO-K1 PathHunter CXCR6 beta-arrestin, luminescence; actives 0.36% (n = 360,000); O00574; inhibition, % at 20 µM; in the data active = inhibition above about 34%, passing the limit was not always enough;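 also: antagonist mode with CXCL16 agonist at 10 nM final; 0% = 10 nM CXCL16 with DMSO and 100% = unstimulated wells without agonist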
Target sequence (O00574 whole entry, looked up): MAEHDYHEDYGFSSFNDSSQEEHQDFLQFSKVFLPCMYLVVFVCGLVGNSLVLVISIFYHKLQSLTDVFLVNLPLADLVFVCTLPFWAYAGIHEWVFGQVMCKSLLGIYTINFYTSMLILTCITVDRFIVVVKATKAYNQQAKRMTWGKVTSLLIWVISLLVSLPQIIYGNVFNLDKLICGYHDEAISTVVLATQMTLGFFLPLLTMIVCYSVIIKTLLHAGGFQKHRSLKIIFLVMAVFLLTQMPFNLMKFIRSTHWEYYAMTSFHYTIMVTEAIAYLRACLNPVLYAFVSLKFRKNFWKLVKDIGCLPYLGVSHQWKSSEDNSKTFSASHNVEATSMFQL
Jurkat NFkB inh – lowers PMA/ionomycin-induced NF-kB signal in Jurkat cells; inhibition, % at 4 µM; actives 0.53% (n = 330,000); PMA/ionomycin-induced NF-kB luciferase reporter, luminescence; AID 435003; in the data active = inhibition above about 50%
Gli-Sufu block – Gli-Sufu pathway antagonism | Sufu-KO-LIGHT fibroblasts, Gli luciferase reporter luminescence | inhibition, % at 5 µM | actives 0.74% (n = 340,000) | AID 588413;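 active = inhibition above about 55%, limit read from the data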;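 also: 0% = DMSO-treated cells and 100% = wells with medium but no cells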
UBC13 polyUb – human UBC13 polyubiquitination inhibition. AID 485273. actives 0.47% (n = 330,000). UBC13 polyubiquitin chain formation, TR-FRET. P61088. inhibition, % at 20 µM; in the data active = inhibition above about 45%, passing the limit was not always enough
Target sequence (P61088 whole entry, looked up): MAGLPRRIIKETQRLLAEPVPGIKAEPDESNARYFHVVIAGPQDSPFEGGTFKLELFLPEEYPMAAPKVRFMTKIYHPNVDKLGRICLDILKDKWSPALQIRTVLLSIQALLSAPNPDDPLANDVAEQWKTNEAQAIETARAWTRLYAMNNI
697 NFkB inh – inhibitors of the PMA/ionomycin-induced NF-kB reporter in 697 B cells | inhibition, % at 4 µM | actives 0.33% (n = 330,000) | AID 435022 | 697 B-cell NF-kB luciferase reporter, 16 h; in the data active = inhibition above about 35%
Starred values were filed as active, the others as inactive; nt = not tested or not shown. The order is random; any-hit rate near 3%.

SMILES | APJ antagonist | CCR6 antag | EBI2 block | CXCR6 inh | Jurkat NFkB inh | Gli-Sufu block | UBC13 polyUb | 697 NFkB inh
COC(=O)c1[nH]c2cc(C)ccc2c1NC(=O)CN1CCN(C(=O)c2ccco2)CC1 | -1 | -4 | -13 | 0 | 9 | 4 | -6 | 10
O=C1C2C3c4ccccc4C(c4ccccc43)C2C(=O)N1c1cccc2cccnc12 (stereo unspecified) | 10 | -1 | 7 | 1 | -2 | -4 | 3 | 2
CSc1nc2sc3c(c2c(=O)[nH]1)CCc1ccccc1-3 | -7 | 0 | 3 | -2 | -13 | 4 | 5 | 1
CCCc1c(C(=O)Nc2ccc(F)cc2F)cnn1-c1ccccc1 | -7 | 12 | 6 | 0 | -9 | 23 | 2 | 0
CN(NS(=O)(=O)c1ccc(Cl)cc1)c1ncc(C(F)(F)F)cc1Cl | -3 | 12 | 3 | 1 | -1 | -21 | -26 | 1
O=C(Nc1cccc([N+](=O)[O-])c1)Nc1cnccn1 | -2 | 10 | -11 | 5 | 6 | 5 | 4 | 14
COc1ccccc1NS(=O)(=O)c1cccc(NC(=O)C2CC2)c1 | 1 | 9 | 1 | 5 | -8 | -2 | 1 | 6
Cc1cc(C(=O)N2CCCC(C(=O)c3ccc4ccccc4c3)C2)n(C)n1 (stereo unspecified) | 1 | -2 | -1 | -11 | -23 | 8 | 2 | 13
CCOC(=O)c1cnc(SCC(=O)c2ccc(C)cc2)nc1N | 10 | 2 | 3 | 3 | 10 | -14 | 4 | 14
COc1ccc(S(=O)(=O)N2CCC(NC(=O)c3cccc(F)c3)CC2)cc1 | 8 | -4 | -11 | -8 | 19 | -2 | -3 | 7
CCN(CC(=O)Nc1c(F)cccc1F)C(=O)c1cccc(S(=O)(=O)NCc2ccccc2)c1 | 20 | -11 | -7 | 3 | 4 | 13 | -3 | 7
COc1ccc(/C=N/N2CCN(Cc3ccccc3)CC2)cc1 | 5 | 13 | 5 | 2 | -3 | 3 | 0 | -28
O=C(NN1CCN(Cc2ccccc2Cl)CC1)c1ccc(Cl)cc1 | 3 | -14 | -5 | -7 | 7 | 23 | 10 | 4
O=c1ccn([C@@H]2O[C@H](CO)[C@@H](O)[C@H]2O)c(=O)[nH]1 | 8 | 4 | -5 | -6 | 11 | -1 | -3 | 10
CC(C)(C)Sc1ccc(/C=N/O)cc1[N+](=O)[O-] | 8 | 16 | 0 | -5 | 5 | -9 | -2 | -7
CC(C)Cc1nnc(NC(=O)CCC(=O)N2CCN(c3ccc(F)cc3)CC2)s1 | 13 | 12 | -8 | -1 | -7 | 5 | 6 | 13
COc1ccc(C(=O)NNC(=S)NC(=O)c2ccc(Br)o2)cc1OC | 24 | 22 | 5 | 13 | 1 | 1 | -8 | -9
C=CC[C@@H](CC(=O)OC(C)(C)C)C(=O)OC[C@H]1CCCN1C(=O)[C@@H](CC=C)CC(=O)NCCO | 19 | -2 | 1 | -11 | 8 | -2 | -1 | 15
Cc1ccc(C(=O)NNC2CC(=O)N(c3ccc4c(c3)OCCO4)C2=O)cc1 (stereo unspecified) | 12 | 18 | -2 | 3 | -3 | -6 | -2 | -9
CN1C[C@@H]2[C@@H]3C(=O)N(Cc4ccccc4)C(=O)[C@@H]3[C@](C)(C1=O)N2C(=O)c1ccc(Br)cc1 | nt | 7 | -1 | -4 | nt | 3 | nt | nt
CN(CC(=O)Nc1ccc(Cl)cc1)C(=O)COc1ncnc2ccccc12 | 5 | -3 | -5 | -6 | 2 | -6 | -2 | 12
COC(=O)c1cccc(S(=O)(=O)N2CCC(c3nc4ccccc4o3)CC2)c1 | 7 | 5 | 1 | 2 | 20 | 44 | 3 | -6
O=C(NNC(=O)c1nc2ccccc2[nH]1)OCc1ccccc1 | -1 | -7 | -12 | -3 | -1 | -16 | 5 | -3
Cc1cc(C)n(/N=C/c2ccccc2O)c(=O)c1 | 31 | 3 | -21 | 3 | -12 | -6 | -3 | 0
Cc1ccc(N(CC(=O)N=Nc2c(O)[nH]c3ccccc23)S(C)(=O)=O)c(C)c1 | 4 | -6 | 5 | 7 | -6 | 4 | -5 | 4
CC(=O)c1ccc(NC(=O)CSc2nnc(-c3ccco3)c(-c3ccco3)n2)cc1 | 20 | 10 | -10 | 6 | 9 | -6 | 1 | 10
CSc1cccc(NS(=O)(=O)c2ccc(-c3coc(C)n3)cc2)c1 | 21 | 12 | -4 | -12 | 17 | 48 | 0 | -29
COc1ccc(OC)c(CN2CCN(CCc3ccccc3)C(CCO)C2)c1 (stereo unspecified) | 9 | 10 | 7 | 7 | 13 | 19 | 1 | 10
COc1ccc(OCC(=O)N/N=C2\CCc3ccccc32)cc1 | 12 | 6 | 8 | -10 | -2 | -15 | 2 | 6
Cc1cccc(CNc2ncc(-c3cccc([N+](=O)[O-])c3)n2C)c1 | -14 | 13 | 1 | 8 | -1 | 18 | 2 | -12
CCCCNC(=O)c1sc(=S)n2c1[nH]c(=O)c1ccccc12 | 8 | 9 | 4 | 14 | -143 | 0 | -15 | -145
Cc1ccc(-c2noc(CN(C(=O)Cc3ccccc3)C(C)C)n2)cc1 | 3 | 18 | 6 | 4 | -9 | -6 | 4 | 10
O=C(CN1CCN(c2ccc(Cl)cc2)CC1)Nc1ccc(F)cc1 | 15 | 21 | -4 | -2 | -2 | -12 | 8 | 20
CCSc1nnc(NC(=O)c2cccnc2)s1 | 16 | 9 | 3 | 0 | -3 | -11 | 0 | -11
COc1cccc(C=Nc2ccccc2C(=O)Nc2ccccc2)c1O | -6 | 17 | -12 | 8 | -4 | -29 | 11 | -44
CN1CCC(N(C)C(=O)/C(C#N)=C/c2ccc(OC(F)F)cc2)CC1 | nt | -4 | 16 | 16 | nt | -2 | nt | nt
Cc1ccc(/C(O)=C2\C(=O)C(=O)N(CCN(C)C)C2c2ccccc2F)cc1 (stereo unspecified) | 1 | 18 | -4 | 5 | 0 | -5 | -4 | 15
COc1ccc(NC(=O)CSc2cc(C)ccc2C)cn1 | 1 | 5 | -6 | -14 | 0 | -1 | 3 | 22
CCn1c(SCC(=O)NC2CC2)nnc1-c1ccc(F)cc1 | -1 | 1 | -3 | 1 | 0 | 3 | -7 | -3
O=C1OCCN1C(=O)[C@H]1[C@H](c2ccc(Cl)cc2)C(c2cccc(Cl)c2)=NN1c1ccc(Br)cc1 | nt | 3 | 8 | -8 | nt | -1 | nt | 19
COc1ccc2[nH]c3c(c2c1)CCN1C(=O)C(CC(=O)NCCCn2ccnc2)C[C@H](C(=O)N2CCOCC2)[C@@]31CCC1CCCC1 (stereo partly specified) | nt | 15 | -4 | 2 | nt | 12 | nt | 8
CCN(CC(=O)Nc1ccc(NC(C)=O)cc1)C(=O)c1sc2nc3n(c(=O)c2c1C)CCC3 | -3 | 0 | -6 | -3 | 7 | -2 | 1 | 20
O=C(O)CC1S/C(=N\N=C2\C(=O)Nc3ccccc32)N(c2ccc(O)cc2)C1=O (stereo unspecified) | 13 | 24 | -2 | 5 | 0 | -3 | 15 | 15
O=C(CN(Cc1ccccc1)C(=O)c1csnn1)NCc1ccc2c(c1)OCO2 | 6 | 19 | -13 | 0 | -6 | -5 | -3 | 14
O=C(Oc1nsnc1N1CCOCC1)N1CCOCC1 | -3 | -16 | 0 | -1 | 20 | 1 | -4 | 15
Cc1cc(C(=O)NCc2ccco2)no1 | -9 | 1 | 7 | -2 | 3 | 0 | 1 | 10
O=C(O)CCNS(=O)(=O)c1cccc2nsnc12 | 16 | -1 | -5 | -7 | 12 | -8 | -2 | -1
CSc1ccccc1NC(=O)C1=COCCO1 | 5 | -8 | 10 | 9 | -10 | -9 | -1 | -18
CN1CCN(c2ccc(NC(=O)c3cc([N+](=O)[O-])ccc3N3CCOCC3)cc2)CC1 | 1 | 1 | 4 | 0 | -6 | 12 | -17 | 13
CSc1ccccc1OCc1cc(C(=O)N2CCC(Oc3cccnc3)CC2)no1 | 0 | nt | -10 | -24 | -23 | nt | 0 | -99
Cc1ccc(C(=O)CSc2nnc(-c3snnc3C)n2C2CC2)cc1 | 14 | 15 | 8 | 15 | -9 | 3 | 4 | 2
CCOc1cccc2sc(=NC(=O)CCS(=O)(=O)c3ccc(F)cc3)n(C)c12 | -59 | 7 | 8 | -10 | 3 | 2 | 3 | -12
CCCCC(CCC(=O)Nc1cc([N+](=O)[O-])ccc1O)C(=O)O (stereo unspecified) | 15 | 2 | 3 | 3 | -25 | -3 | -11 | 10
O=C(O)c1cc(C2CC2)nn1-c1ccccc1 | -2 | -3 | 9 | -10 | -10 | 2 | -1 | -13
Cc1ccc2c(c1)-c1cc(C)ccc1C2=O | nt | 5 | -8 | -1 | nt | -14 | nt | nt
O=C(Nc1cccc(C(=O)N2CCCCC2)c1)C1CC1 | nt | -7 | -15 | -1 | nt | 0 | nt | nt
O=C(CN(C(=O)c1csnn1)c1cccc(F)c1)NC1CCCC1 | 1 | -3 | -10 | 4 | 6 | -30 | -5 | 3
Clc1cccc(CN2CCC(Cc3ccccc3)CC2)c1 | -4 | -1 | -1 | -10 | -13 | 7 | 2 | 12
CCC1=C2CC[C@H]3C(=O)N(CC)C(=O)[C@H]3[C@H]2[C@@]2(Cc3ccccc3)C(=NCc3ccccc3)OC(=O)N2C1=O | -7 | 6 | -5 | -9 | 4 | -6 | -1 | 16
CC(CN1CCOCC1)OC(=O)C(c1ccccc1)c1ccccc1 (stereo unspecified) | -13 | 2 | 0 | 3 | -13 | 3 | -3 | -8
Going on with the list.
SMILES | APJ antagonist | CCR6 antag | EBI2 block | CXCR6 inh | Jurkat NFkB inh | Gli-Sufu block | UBC13 polyUb | 697 NFkB inh
O=C(Nc1ccccc1N1CCOCC1)C1CCN(S(=O)(=O)c2ccc(F)cc2)CC1 | 11 | 11 | -9 | -2 | -2 | -4 | -1 | 19
COc1ccc2cc(C=NS(=O)(=O)c3ccc(C)cc3)n(C)c2c1 | 8 | 8 | -16 | 0 | -11 | -13 | -25 | 0
COc1ccccc1Cn1c(=S)[nH]c2cc(C(=O)NC(C)C)ccc2c1=O | 0 | 11 | -4 | 1 | -25 | 2 | -2 | 1
O=C(NCc1ccc2c(c1)CCO2)Nc1ccccc1 | 13 | 6 | -5 | 6 | -54 | -38 | 3 | -61
COc1cc2c3c(c1)/C(=C1/SC(NC(C)=O)=NC1=O)C(=O)N3C(C)(C)C=C2C | -7 | 36 | -9 | -4 | 0 | -1 | -30 | -66
COc1cccc(C(=O)Nc2ccc(S(=O)(=O)Nc3onc(C)c3C)cc2)c1 | 9 | 6 | -17 | -2 | -5 | 12 | -1 | -8
COc1ccc(C(C(=O)NCCC(C)C)N(CCO)C(=O)c2snc(C(N)=O)c2N)cc1 (stereo unspecified) | -7 | 2 | 0 | -2 | -17 | -3 | -1 | 4
O=C(Nc1nc(-c2ccccn2)cs1)c1ccc2c(c1)OCCO2 | -54 | -5 | -3 | 3 | -98 | -80 | -28 | -107
c1cnc(-c2nnc3n2CCCCC3)cn1 | 6 | -8 | -7 | 1 | -6 | -2 | 2 | 3
COc1ccc(NC(=O)Cc2c[nH]c3ccccc23)cc1S(=O)(=O)N1CCOCC1 | -4 | 10 | 4 | -1 | 5 | 1 | -2 | 12
Cc1ccccc1/C=N/NC(=O)Cn1cnc([N+](=O)[O-])n1 | -11 | -7 | -9 | -4 | 0 | 6 | -8 | 12
Cc1c(NS(=O)(=O)c2ccc(NCC3CCCO3)c([N+](=O)[O-])c2)c(=O)n(-c2ccccc2)n1C (stereo unspecified) | 19 | 0 | 4 | 5 | 7 | 8 | -7 | 6
COCCC(=O)N1CCC(Oc2ccc(C(=O)NCCCC3CCCC3)cc2)CC1 | -1 | 14 | 13 | -7 | -11 | 24 | 1 | -48

Structural class, those above containing a thiophene ring, fused or not.
SMILES | APJ antagonist | CCR6 antag | EBI2 block | CXCR6 inh | Jurkat NFkB inh | Gli-Sufu block | UBC13 polyUb | 697 NFkB inh
CSc1nc2sc3c(c2c(=O)[nH]1)CCc1ccccc1-3 | -7 | 0 | 3 | -2 | -13 | 4 | 5 | 1
CCN(CC(=O)Nc1ccc(NC(C)=O)cc1)C(=O)c1sc2nc3n(c(=O)c2c1C)CCC3 | -3 | 0 | -6 | -3 | 7 | -2 | 1 | 20

High-throughput results: PubChem, Sanford-Burnham Center for Chemical Genomics
